# Akt phos inh: HTS Assay for Inhibitors of Akt Phophorylation: Primary Screen; activity change, % for hits at 50 µM; 360,000 tested, 0.32% active; Neuro2A IGF-stimulated pAkt S473 HTRF, 20 min; stronger effect = lower value; in the data active = activity change below about -80%; inconclusive = mostly about -51% to -80%; also: % is scaled to controls: 0 for no effect and ±100 for the full control effect
#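 Single-point screen (50 µM final compound) in Neuro2A cells stimulated 20 min with 6 nM IGF at 37 deg C. After lysis, Ser473-phosphorylated Akt read by HTRF (ex 330 nm, em 615/665 nm) as the 665/615 ratio.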
# CCT modulator: High-Throughput Screening for Modulators of Cytosolic Chaperonin Activity; activity change, % (no concentration beside the values), hits read low; AID 651819, 2012; purified chaperonin ATPase assay, HTRF ADP detection, 30 min; 360,000 tested, 0.3% active; in the data active = activity change below about -30%; also: % is scaled to controls: 0 for no effect and ±100 for the full control effect
#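 ATPase activity: ADP formed was measured by HTRF Transcreener (665/615 nm ratio) after 30 min at 37 deg C with 10 uM ATP. Compounds screened at one 76 uM concentration against 40 or 20 nM TRiC in Tris pH 7.4/KCl/MgCl2/DTT buffer.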
# Nrf2 ARE act: qHTS of Nrf2 Activators. AREc32 ARE-luciferase reporter (MCF7-derived line), luminescence, 24 h. Potency, µM (highest dose often 46.1 µM), for inactives: top-dose activation, usual class: activators. 410,000 tested, 0.31% active; also: potency is read from the fitted curve at half-maximal effect; % of control where 0% means no effect; nearly all actives have a fitted effect of over 65% in size
#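 Nrf2 activation is followed as ARE-luciferase induction in the AREc32 line after one day of compound treatment; luminescence is read with Steady-Glo.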
# EPAC2 antag: qHTS for Antagonist of cAMP-regulated guanine nucleotide exchange factor 2 (EPAC2): primary screen; Rap guanine nucleotide exchange factor 4 (Homo sapiens), Q8WZA2; EPAC2 GEF exchange of Rap1B-BODIPY-GDP, fluorescence; Potency, µM (titrated, usually from 114 µM), without a hit: top-dose activity, negative = inhibition, hits mostly inhibitors; 360,000 tested, 0.18% active; AID 720708, 2013; also: potency is read from the fitted curve at half-maximal effect; % is scaled to controls: 0 for no effect and ±100 for the full control effect; nearly all actives have a fitted effect of over 45% in size; many of its hits are not listed in these tables
# Target sequence (Q8WZA2 whole entry, looked up): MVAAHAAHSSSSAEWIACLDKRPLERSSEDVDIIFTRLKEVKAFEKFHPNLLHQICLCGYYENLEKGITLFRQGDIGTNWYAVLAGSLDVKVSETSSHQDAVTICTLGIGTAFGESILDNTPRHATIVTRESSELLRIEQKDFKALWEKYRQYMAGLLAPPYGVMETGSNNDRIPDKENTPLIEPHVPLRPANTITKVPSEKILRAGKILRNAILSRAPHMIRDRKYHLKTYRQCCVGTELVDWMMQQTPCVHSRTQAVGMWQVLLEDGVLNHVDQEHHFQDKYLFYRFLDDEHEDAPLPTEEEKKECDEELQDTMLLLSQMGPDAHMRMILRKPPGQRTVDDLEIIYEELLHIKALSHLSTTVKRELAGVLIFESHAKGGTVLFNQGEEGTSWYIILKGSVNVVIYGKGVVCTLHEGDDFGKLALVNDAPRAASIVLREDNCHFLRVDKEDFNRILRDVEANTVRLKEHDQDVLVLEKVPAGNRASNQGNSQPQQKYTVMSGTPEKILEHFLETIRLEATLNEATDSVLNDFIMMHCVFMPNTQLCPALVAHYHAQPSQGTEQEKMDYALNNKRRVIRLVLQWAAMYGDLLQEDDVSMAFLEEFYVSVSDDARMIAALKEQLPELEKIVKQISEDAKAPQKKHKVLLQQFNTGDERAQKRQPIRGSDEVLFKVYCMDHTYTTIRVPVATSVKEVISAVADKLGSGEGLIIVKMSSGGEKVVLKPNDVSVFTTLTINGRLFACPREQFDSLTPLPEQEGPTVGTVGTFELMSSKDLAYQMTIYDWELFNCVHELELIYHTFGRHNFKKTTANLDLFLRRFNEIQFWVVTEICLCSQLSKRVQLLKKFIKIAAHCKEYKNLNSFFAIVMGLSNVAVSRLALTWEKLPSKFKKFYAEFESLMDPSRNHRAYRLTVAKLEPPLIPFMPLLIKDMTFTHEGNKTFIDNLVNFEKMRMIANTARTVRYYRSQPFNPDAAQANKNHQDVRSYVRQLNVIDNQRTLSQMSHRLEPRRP
# TGFb inhibitor: qHTS for Inhibitors of TGF-b; HepG2 CAGA-GFP TGF-b/SMAD3 reporter, GFP fluorescence, 18 h; TGF-beta stimulated, 500 pg/mL final; Potency, µM (top dose mostly 46.1 µM), for the others: at the top dose activity, negative = inhibition, actives largely listed as inhibitors; 410,000 tested, 1.2% active; also: potency is read from the fitted curve at half-maximal effect; % is scaled to controls: 0 for no effect and ±100 for the full control effect; nearly all actives have a fitted effect of over 65% in size
#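 GFP signal (ex488/em500-530) from TGF-beta-stimulated HEPG2 CAGA-GFP cells, 500 pg/mL final, 18 h at 37 degrees C in DMEM plus 1% FBS, normalized to unstimulated and DMSO-stimulated controls.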
# A549 tox: Nrf2 qHTS screen for inhibitors: counterscreen for cytotoxicity. A549 ARE-Fluc cells, CellTiter-Fluor viability, 18-24 h. Potency, µM (titrated, usually from 46 µM), inactives show at the top dose activity change, negative = cytotoxicity, usual class: inhibitors. 390,000 tested, 0.16% active. AID 504648, 2011; also: potency is read from the fitted curve at half-maximal effect; % is scaled to controls: 0 for no effect and ±100 for the full control effect
#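 Cytotoxicity counterscreen: CellTiter-Fluor fluorescence was measured in A549 ARE_Fluc cells after 18-24 h of compound exposure in a concentration series. The subsequent BugLite luminescent read reports ARE-luciferase activity.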
# Mm-Cpn inhibitor: Inhibitors of TCP-1 ring complex (TRiC) of Methanococcus maripaludis (MmCpn): qHTS. Potency, µM (doses to about 76.9 µM), for inactives: at the highest dose activity, negative = inhibition, usual class: inhibitors. Chaperonin Mm-Cpn (Methanococcus maripaludis). 330,000 tested, 0.031% active. purified Mm-Cpn ATPase, ADP Transcreener TR-FRET; also: potency is read from the fitted curve at half-maximal effect; % is scaled to controls: 0 for no effect and ±100 for the full control effect; nearly all actives have a fitted effect of over 80% in size
#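 TR-FRET (320 nm excitation; 590 and 665 nm emission) reports ADP made from 10 uM ATP by 25 nM enzyme; compounds were preincubated 10 min, reaction run 30 min, both at 37°C.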
# EPAC2 ag: qHTS for Agonist of cAMP-regulated guanine nucleotide exchange factor 4 (EPAC2): primary screen | EPAC2 activation, biochemical qHTS; response scale: 100% = 6.5 mM cAMP response | Potency, µM (doses to about 154 µM), for the others: top-dose activation, most hits filed as activators | 360,000 tested, 0.079% active | AID 720711, 2013; also: potency is read from the fitted curve at half-maximal effect; nearly all actives have a fitted effect of over 50% in size
#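 Nucleotide exchange monitored as fluorescence drop when BODIPY-GDP leaves Rap1B. Reaction: 100 nM EPAC2, 250 nM RAP1B-BODIPY-GDP, 50 uM GDP, room temperature, kinetic read over 30 min. Activity expressed relative to 6.5 mM cAMP.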
# Nrf2 block: Nrf2 qHTS screen for inhibitors; A549 ARE-Fluc reporter, luciferase luminescence, 18-24 h; Potency, µM (top dose mostly 46 µM), for the others: top-dose activity change, negative = inhibition, actives largely listed as inhibitors; 360,000 tested, 2.1% active; also: potency is read from the fitted curve at half-maximal effect; % is scaled to controls: 0 for no effect and ±100 for the full control effect; nearly all actives have a fitted effect of over 60% in size
#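 In this cell-based qHTS, ARE-driven firefly luciferase in A549 cells reports Nrf2 activity; the luminescent signal after BugLite lysis is the measured value, with a prior CellTiter-Fluor read for cell health.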
# An asterisk follows results filed as active; i = inactive; ? = inconclusive; / = no result given; [ ] = dose if it differs, or a comment. Unless noted, calls follow the shape of the dose curve; as a rule, active = well fitted curve in the direction sought with a large enough effect; inconclusive = small, poorly fitted or top-dose-only effect, or another doubt; inactive = no such curve, though single readings can be large; an effect the other way counts as inactive or inconclusive.
SMILES,Akt phos inh,CCT modulator,Nrf2 ARE act,EPAC2 antag,TGFb inhibitor,A549 tox,Mm-Cpn inhibitor,EPAC2 ag,Nrf2 block
CCN(c1ccccc1)S(=O)(=O)c1ccc(Cl)c(NC(=O)CN2CCCCCC2)c1,i,-1.3,4.6%,-8%,?,-3%,0%,4%,?
Cc1ccc(OCCSc2nc3ccccc3n2CC(=O)O)cc1C,i,0.5,3.9%,-7%,35%[activator],1%,2%,3%,-12%
O=C(c1cccs1)N1CCN(c2ccccc2)CC1,i,0.2,0.0%,0%,3%,-1%,-1%,-3%,-12%
Cc1cc(=O)[nH]c(SCCCOc2ccccc2Cl)n1,i,-0.5,-0.4%,3%,6%,-3%,?,2%,?
C/C(=N\O)C(=O)NCc1ccccn1,i,1.5,-0.7%,8%,3%,-5%,2%,7%,17%
CCC(c1nnc(SCC(=O)Nc2c(F)cccc2F)n1Cc1ccccc1)N(C)C (centres undefined),i,-2.6,0.0%,2%,-4%,7%,-2%,5%,-4%
COC(=O)CCc1c(C)nc(N)[nH]c1=O,i,0.2,0.1%,11%,6%,1%,1%,-6%,2%
Cc1cccc(C)c1NC(=O)CN1C(=O)S/C(=C\c2cccn2-c2cccc(C(=O)O)c2)C1=O,i,1.3,0.1%,?,15%,-19%,-3%,19%,9%
Cc1cc(/C=C2/SC(=S)N(c3cccc(C(F)(F)F)c3)C2=O)c(C)n1-c1cccnc1,i,-2.5,1.0%,-3%,1%,?,/,-6%,5.8µM*
Cc1nn(C)c(C)c1CN(C)C(=O)C1(C)CC1(Br)Br (centres undefined),i,-0.7,-0.2%,0%,0%,0%,2%,9%,-32%
O=c1[nH]c(=S)c2ncn(-c3ccccc3)c2[nH]1,i,0.2,0.3%,16%,4%,0%,?,3%,-16%
O=C(CSCc1ccc(Cl)cc1)Nc1ccc(S(=O)(=O)N2CCCCCC2)cc1,i,0.4,2.5%,-4%,?,10%,2%,11%,4%

# Some of these compounds in order of molar mass, descending.
SMILES,Akt phos inh,CCT modulator,Nrf2 ARE act,EPAC2 antag,TGFb inhibitor,A549 tox,Mm-Cpn inhibitor,EPAC2 ag,Nrf2 block
O=C(CSCc1ccc(Cl)cc1)Nc1ccc(S(=O)(=O)N2CCCCCC2)cc1,i,0.4,2.5%,-4%,?,10%,2%,11%,4%
Cc1nn(C)c(C)c1CN(C)C(=O)C1(C)CC1(Br)Br (centres undefined),i,-0.7,-0.2%,0%,0%,0%,2%,9%,-32%
O=C(c1cccs1)N1CCN(c2ccccc2)CC1,i,0.2,0.0%,0%,3%,-1%,-1%,-3%,-12%

# (listing goes on)
SMILES,Akt phos inh,CCT modulator,Nrf2 ARE act,EPAC2 antag,TGFb inhibitor,A549 tox,Mm-Cpn inhibitor,EPAC2 ag,Nrf2 block
COc1ccc(Nc2nc3cc(-c4sccc4C)sc3c(=O)n2C)cc1OC,i,-1.5,-0.4%[9.22 µM],-2%,?,/,/,10%,/
Cc1cccc(N(Cc2ccccc2)C(=O)c2ccc(C)c(S(=O)(=O)N3CCOCC3)c2)c1,i,-2.6,-0.3%,-9%,-29%,7%,-2%,2%,-27%
COc1cc(/C=C/CN2CCC(CO)(CC3CCCCO3)CC2)ccc1O (centres undefined),i,1.2,3.0%,6%,-1%,3%,2%,8%,0%
CC[n+]1c(C)n(-c2ccccc2)c2ccc(C(=O)OC)cc21,i,-1.9,0.1%,11%,-3%,-2%,-1%,1%,-8%
CC(=O)Nc1ccc(S(=O)(=O)N2CCN(C(=O)N3CCCCCC3)CC2)cc1,i,-1.1,-0.5%,13%,9%,-3%,2%,2%,/
CC(=O)c1ccc(NC(=O)c2cc(-c3ccc(Cl)c(Cl)c3)on2)cc1,/,/,3.4%,/,3%,2%,/,/,0%
Cc1cc(NC(=O)COC(=O)[C@H](C)NC(=O)c2ccccc2)no1,i,-2.9,2.7%,3%,-3%,-2%,0%,4%,3%
O=C(NCCc1ccc(Cl)cc1)c1c2c(nc3ccccc13)C(=O)N(C1CCCCC1)C2,/,/,0.3%,/,18%,?,/,/,?
CCn1c(CNC(=O)COc2ccc(C(C)C)cc2)nnc1SCC(=O)Nc1ccccc1C(C)C,i,-3.2,2.7%,-14%,-29%,-22%,-2%,-6%,16µM*
CC(NC(=O)COC(=O)c1cc(Cl)ccc1O)C1CC2CCC1C2 (centres undefined),i,-1.8,-0.4%,-2%,25%,-19%,-5%,0%,-21%
CCOC(=O)c1c(NC(=O)c2cc(C)on2)c2cc([N+](=O)[O-])ccc2n1C,i,0.0,-0.2%,23%,7%,0%,-6%,11%,-23%
CCOC(=O)C1CCCN(C(=O)Cn2sc3nc(C)cc(C)c3c2=O)C1 (centres undefined),i,-0.9,4.6%,2%,?,3%,2%,7%,-11%

# One compound at a time, from the list above:
# CCn1c(CNC(=O)COc2ccc(C(C)C)cc2)nnc1SCC(=O)Nc1ccccc1C(C)C is listed as Akt phos inh: i; CCT modulator: -3.2; Nrf2 ARE act: 2.7%; EPAC2 antag: -14%; TGFb inhibitor: -29%; A549 tox: -22%; Mm-Cpn inhibitor: -2%; EPAC2 ag: -6%; Nrf2 block: 16µM*
# C/C(=N\O)C(=O)NCc1ccccn1 is listed as Akt phos inh: i; CCT modulator: 1.5; Nrf2 ARE act: -0.7%; EPAC2 antag: 8%; TGFb inhibitor: 3%; A549 tox: -5%; Mm-Cpn inhibitor: 2%; EPAC2 ag: 7%; Nrf2 block: 17%

# The list goes on:
SMILES,Akt phos inh,CCT modulator,Nrf2 ARE act,EPAC2 antag,TGFb inhibitor,A549 tox,Mm-Cpn inhibitor,EPAC2 ag,Nrf2 block
CCOC(=O)CSc1nnc(CNC(=O)c2cccc(C)c2)n1-c1ccccc1OC,i,0.6,0.7%,-3%,5%,-5%,-3%,5%,-9%
COc1ccc(-c2ccc3c(c2)O[C@@H](CN(C)C(=O)c2ccccc2F)[C@@H](C)CN([C@@H](C)CO)S3(=O)=O)cc1,i,1.0,15%,9%,-3%,/,/,1%,/
O=c1oc2ccccc2c2c1nc(C(F)(F)F)n2-c1ccccc1,i,-1.8,-0.2%,11%,-4%,-2%,0%,5%,8%
Nc1c(Br)cc(Br)c2c1[nH]c(=O)c1ccccc12,i,-0.7,18%,5%,-8%,/,/,-2%,/
Cc1cccc(CNC(=O)c2cccc(NC(=O)N3CCSc4ncccc43)c2)c1,/,/,-0.3%,/,-11%,-1%,/,/,?
COc1ccc(Cn2cc(C(=O)c3ccccc3)c(=O)c3cc(OC)ccc32)cc1,i,2.0,-1.4%,-4%,5%,2%,0%,-1%,3%
COc1ccc2c(COC(=O)c3n[nH]c4ccccc34)cc(=O)oc2c1,i,2.3,5.5%,10%,0%,-7%,-13%,6%,/
Cc1ccc(C)n1-c1ccncc1,i,-4.3,2.9%,20%,?,-5%,0%,11%,9%
CNC(=O)c1ccc(NC(=O)CCNC(=O)Nc2ccccc2)cc1,i,1.3,-0.7%,13%,-18%,-2%,-3%,3%,-3%
CCCCN1C2CCCC1CC(NC(=O)c1cccc(Cl)c1)C2 (centres undefined),i,-1.1,3.9%,21%,-3%,-8%,1%,6%,5%
FC(F)(F)c1ccc(-c2nc3ccccc3s2)cc1,i,-3.4,6.5%,4%,?,/,/,-6%,/
CN(NC(=O)c1ccco1)c1nc2ccccc2nc1C(F)(F)F,i,-1.9,2.2%,-2%,10%,-11%,1%,1%,-10%
Cc1c(C(=O)Nc2ccc(S(=O)(=O)N(C)C3CCN(C)CC3)cc2)oc2ccccc12,i,-2.9,15%,-4%,?,-7%,2%,-8%,-6%
COc1ccc(NC(=O)C2CCN(S(=O)(=O)c3cn(C)nc3C)CC2)cc1,i,-5.1,0.3%,2%,-4%,3%,-1%,7%,-4%
CCC(=O)N1CCc2cc(Br)cc(S(=O)(=O)N3CCN(c4ccccc4)CC3)c21,/,/,-0.3%,/,-7%,0%,/,/,5%[9.27 µM]
CSc1nsc(SCC(=O)Nc2ccccn2)n1,i,-0.3,11%,-2%,0%,1%,2%,2%,2%
CC1CCCCN1S(=O)(=O)c1ccc(-n2cnnn2)cc1 (centres undefined),i,-0.7,-0.1%,2%,1%,2%,1%,8%,2%
Cc1ccc2nc(Cl)c3cc(C(=O)NC4CCCCC4)sc3c2c1,/,/,2.1%,/,0%,-1%,/,/,-7%
Cc1cccc(N(CC(=O)NC(C)c2ccccc2)S(=O)(=O)c2ccccc2)c1C (centres undefined),/,/,2.8%,/,?,?,/,/,?
CSc1ccccc1NC(=O)CSc1nnc(CNC(=O)c2ccccc2F)n1C,i,-1.1,-0.6%,1%,3%,2%,1%,-3%,-10%
CCOC(=O)c1c(C)nc2c(c1-c1ccccc1)C(=O)CCC2,i,-0.8,0.1%,-3%,11%,-9%,0%,8%,/
COc1cc2c(cc1OC)C(c1ccc(Br)cc1)N(C(=O)c1ccccc1C(=O)O)CC2 (centres undefined),i,-0.3,2.6%,12%,0%,6%,0%,-6%,5%

# Assay outcomes: PubChem BioAssay, National Center for Advancing Translational Sciences (NCATS)

# Some of the compounds tested; rates above refer to the full screens.
